Assay outcomes (PubChem BioAssay)
RAD54 inh: inhibitors of human RAD54 branch migration, primary screen, biochemical, fluorescence, single point | DNA repair and recombination protein RAD54-like (Homo sapiens), Q92698 | AID 602329, 2012 | RAD54 Holliday junction branch migration, FAM/BHQ fluorescence | 360,000 compounds, 0.14% hits | inhibition, % at 10.4 µM;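 active means mean normalized replicate activity at least 40 and at least half of replicates scoring 40 or more; inconclusive means only one of the two criteria met; inactive means mean below 40 and under half of replicates reaching 40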;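 further: 0% = median of neutral control wells and 100% = median of positive control wells; inhibitors cause a drop in the FAM fluorescence signal; in these data hits start at about 50%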
Target sequence (Q92698 whole entry, looked up): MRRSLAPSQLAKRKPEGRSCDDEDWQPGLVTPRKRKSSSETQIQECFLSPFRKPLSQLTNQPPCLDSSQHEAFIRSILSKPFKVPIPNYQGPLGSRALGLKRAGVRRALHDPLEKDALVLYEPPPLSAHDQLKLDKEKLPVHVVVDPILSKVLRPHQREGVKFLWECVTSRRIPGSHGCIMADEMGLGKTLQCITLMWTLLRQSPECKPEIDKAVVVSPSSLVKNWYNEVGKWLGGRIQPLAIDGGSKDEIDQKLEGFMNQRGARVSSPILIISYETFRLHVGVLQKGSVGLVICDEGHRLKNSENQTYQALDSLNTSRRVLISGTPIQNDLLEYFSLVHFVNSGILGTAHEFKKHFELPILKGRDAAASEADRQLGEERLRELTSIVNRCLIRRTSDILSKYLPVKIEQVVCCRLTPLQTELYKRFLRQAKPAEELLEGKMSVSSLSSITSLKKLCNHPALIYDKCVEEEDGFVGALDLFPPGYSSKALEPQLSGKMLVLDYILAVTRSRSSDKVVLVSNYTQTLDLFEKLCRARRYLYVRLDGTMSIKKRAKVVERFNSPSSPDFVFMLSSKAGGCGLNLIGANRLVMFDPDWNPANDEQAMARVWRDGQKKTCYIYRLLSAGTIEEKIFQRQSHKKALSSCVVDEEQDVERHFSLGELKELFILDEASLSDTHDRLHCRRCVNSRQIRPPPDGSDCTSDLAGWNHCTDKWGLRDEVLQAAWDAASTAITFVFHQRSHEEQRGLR
ARNT-TACC3 inh: disruptors of ARNT/TACC3 protein interaction, primary screen, biochemical, AlphaScreen, single concentration; 390,000 compounds, 0.66% hits; AID 623870, 2012; Transforming acidic coiled-coil-containing protein 3 (Homo sapiens), Q9Y6A5; AlphaScreen His-ARNT PAS-B/GST-TACC3 binding, luminescence; TACC3 fragment carries E629A point mutation; inhibition, % at 9.99 µM;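 active means mean inhibition of replicates at least 50% and at least half of replicates each reaching 50%; inconclusive means half or more replicates reach 50% but mean below 50%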;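 further: 0% = complete ARNT plus TACC3 wells and 100% = ARNT alone without TACC3; many hits fall short of the cut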
Xi reactivation: activators of inactive X chromosome reactivation, primary screen, imaging, XiGFP fibroblasts, GFP high-content imaging, set 2; AID 743238, 2013; 360,000 compounds, 0.055% hits; XiGFP mouse fibroblasts, % GFP-positive cells imaging, 3 d; cells co-treated with 5-aza-dC sensitizer; scaled so ellipticine positive control = 100%; activation, % at 7.58 µM;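 active means mean normalized replicate activation at least 10% and every replicate at or above 10%; inconclusive means only one of the two criteria met; inactive means mean below 10% and not all replicates reach 10%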;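 further: 0% = median of on-plate neutral control wells and 100% = ellipticine 6 µM median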
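System: 68-5-11 XiGFP fibroblast line; Timing: 3 days compound exposure; Compound dosing: one concentration, pinned; Benchmarks: positive control ellipticine, 6 µM final; Buffer or medium: DMEM containing 5-aza-dC.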
ERAP1 inh: human ERAP1 aminopeptidase inhibitors, primary screen, biochemical, single point, plate reader; Endoplasmic reticulum aminopeptidase 1 (Homo sapiens), Q9NZ08; recombinant ERAP1, Leu-AMC fluorescence, 60 min; inhibition, % at 10.7 µM; 340,000 compounds, 0.15% hits; AID 652197, 2013;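 active means mean replicate inhibition of at least 30%, or all replicates individually reaching that 30% level; inactive means mean below 30% and not every replicate reaching it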;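 further: 0% = neutral control wells and 100% = L-leucinethiol positive control wells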
RAD52 inh: RAD52 DNA annealing inhibitors, primary screen, biochemical, FRET, single point, set 2; AID 651710, 2012; inhibition, % at 18.7 µM; DNA repair protein RAD52 homolog (Homo sapiens), P43351; recombinant RAD52 DNA annealing, FRET fluorescence; 360,000 compounds, 0.46% hits;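 active means every replicate showing at least 50% inhibition; inconclusive means mean inhibition at least 50% but not in every replicate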
CFTR F508del cor: F508del CFTR correction, initial screen, CFBE line, single point. activity (quench increase), % at 7.58 µM. AID 720511, 2013. CFBE cells, YFP halide quenching; stimulated with forskolin plus potentiator P3; % fluorescence drop versus neutral controls. 350,000 compounds, 0.36% hits;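 active means mean added fluorescence quench of at least 8% versus neutral control, with both replicates also reaching 8%; inconclusive means only one of the mean or replicate conditions met; inactive means mean below 8% and not both replicates reaching 8%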;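 further: cells transiently co-express mutant CFTR-F508del with the halide-sensitive YFP; corrector assay measuring rescue of mutant channel to the surface after 24 h compound exposure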
esBAF inh: Bmi1 luciferase reporter increase in mESCs, primary screen, esBAF inhibitor project, mouse ES cells, Bmi1 luciferase knock-in, single point. 24 h; 100% = twice the neutral-well signal. reporter increase, % at 12.5 µM. 350,000 compounds, 2% hits. AID 602393, 2012; in the data active means activation above about 40%; inconclusive means no clear call, values can overlap the other calls;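 further: 0% = median of the plate's neutral control wells and 100% = double that signal; a rise in the Bmi1 reporter signal indicates esBAF inhibition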
GSIS activator: GLuc luminescence reporter in INS-1E cells, primary screen for activators of glucose-dependent secretion of insulin | INS-1E GLuc reporter insulin secretion, 2-3 h | activation, % at 16.6 µM | 370,000 compounds, 0.61% hits;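 active means lowest replicate activation of at least 40%, so every replicate reaches that level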;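 further: 0% = median of neutral control wells and 100% = median of IBMX positive control wells; some compounds called inactive have numbers as strong as hits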
* hit, by the source's call; i = inactive; ? = inconclusive; . = not tested or not shown; & = joins results of further samples. An unsorted share of the library (roughly 3.3% active in at least one column).

SMILES | RAD54 inh | ARNT-TACC3 inh | Xi reactivation | ERAP1 inh | RAD52 inh | CFTR F508del cor | esBAF inh | GSIS activator
Cc1nc(C)c(-c2ccc(SCC(=O)Nc3ccc(C)c(Cl)c3)nn2)s1 | 15 | 0 | -0.1 | -2 | -26 | 1.9 | 5 | 41*
COC(=O)c1ccc(S(=O)(=O)c2ccc(C(=O)OC)s2)s1 | . | . | . | -2 | 5 | -1.2 | . | 10
COc1ccc(NC(=O)c2nn(C)cc2[N+](=O)[O-])cc1 | . | -3 | 0.0 | 1 | 9 | -9.3 | . | -7
CCS(=O)(=O)Nc1ccc2c(c1)C(=O)N(C)[C@H]1CC[C@@H](CC(=O)NC)O[C@H]1CO2 | 1 | -15 | 0.2 | -1 | 2 | -0.8 | -1 | 4
CCCCN(C(=S)NC(=O)c1ccccc1)c1c(N)n(Cc2ccccc2)c(=O)[nH]c1=O | -14 | -4 | 0.3 | 4 | -15 | -1.4 | -4 | 2
CC12CN(NC(=O)c3ccccc3F)C3(C#N)CC1CCC23C (stereo not given) | . | -3 | 0.0 | -1 | -17 | . | . | 1
CN(C)CCCNC(=O)C[C@H]1CC[C@@H]2[C@H](COC[C@@H](O)CN2Cc2cccc(C(F)(F)F)c2)O1 | 6 | 30 | 0.1 | 7 | 6 | -0.3 | -3 | -8
CCCN(C)C[C@H]1Oc2cc(-c3ccccc3OC)ccc2S(=O)(=O)N([C@H](C)CO)C[C@H]1C | -2 | 11 | -0.6 | -2 | 12 | -2.1 | 2 | 11
O=C(O)C1Sc2[nH]c(=O)sc2C2c3cc(Br)ccc3OC(=O)C12 (stereo not given) | . | 3 | -0.1 | 8 | -170 | 0.5 | . | -8
Cc1ccc(S(=O)(=O)N(C)C[C@H]2OCCCC[C@@H](C)Oc3ccc(NC(=O)NC(C)C)cc3C(=O)N([C@@H](C)CO)C[C@H]2C)cc1 | -3 | -1 | 0.1 | 1 | 12 | 3.3 | -5 | -30
NS(=O)(=O)c1ccc(N2N=C(c3ccccc3)CC2c2ccc(Br)cc2)cc1 (stereo not given) | -2 | . | 0.2 | 4 | -16 | 2.7 | -1 | .
COc1ccccc1N1C(=S)N=C(Nc2c(C)cccc2C)C12CCCC2 | . | 0 | 0.0 | . | -18 | ? | . | -13
COc1ccc(C(=O)Nc2ccc(C(=O)OCC(=O)c3cccc4ccccc34)cc2)cc1 | 5 | -4 | 0.9 | -1 | -18 | . | . | 5
O=[N+]([O-])c1ccc(CS(=O)Cc2ccccc2)cc1 (stereo not given) | . | 17 | 0.1 | 3 | -6 | 1.2 | . | 3
C/C=C/c1ccc(C2[C@H]3CNC[C@@H]2N3C(=O)Nc2ccc3c(c2)OCO3)cc1 (stereo not given in full) | . | . | 0.0&0.0 | 0 | 20 | -1.4&-2.9 | . | -9&0

Quoted from above (two entries):
SMILES | RAD54 inh | ARNT-TACC3 inh | Xi reactivation | ERAP1 inh | RAD52 inh | CFTR F508del cor | esBAF inh | GSIS activator
Cc1nc(C)c(-c2ccc(SCC(=O)Nc3ccc(C)c(Cl)c3)nn2)s1 | 15 | 0 | -0.1 | -2 | -26 | 1.9 | 5 | 41*
COC(=O)c1ccc(S(=O)(=O)c2ccc(C(=O)OC)s2)s1 | . | . | . | -2 | 5 | -1.2 | . | 10

Further structures
SMILES | RAD54 inh | ARNT-TACC3 inh | Xi reactivation | ERAP1 inh | RAD52 inh | CFTR F508del cor | esBAF inh | GSIS activator
C#CCOCCOCCOCCNc1nc(N2CCN(C(=O)[C@H](CCC(=O)O)n3cc([C@@H](N)[C@H](C)CC)nn3)CC2)nc(N2CCN(C(=O)[C@H](CCCCN)n3cc([C@@H](N)CC(N)=O)nn3)CC2)n1 | -12 | 8 | 0.1 | -11 | 7 | -4.1 | -1 | 21
CC(C)(C)CC(C)(C)NC(=S)NC1CCN(Cc2ccccc2)CC1 | -1 | 4 | 0.0 | -3 | 1 | 2.4 | . | -12
CCCCN(C)C(=O)C1CCN(Cc2cccnc2)CC1 | 4 | 19 | 0.1 | 2 | -13 | -2.7 | -7 | 0
COC(=O)c1ccc(/C=C/C(=O)O)cc1 | -2 | -5 | -0.1 | -3 | -13 | -0.4 | -9 | 16
CN1C(=O)NC(NS(=O)(=O)c2ccc(N)cc2)(C(F)(F)F)C1=O (stereo not given) | . | 1 | 0.0 | -8 | -37 | -3.5 | . | 10
O=C(NCc1ccccc1Cl)C1=CC=CN2CCS(=O)(=O)N=C12 | 4 | 2 | -0.2 | 2 | -17 | -4.0 | 2 | 0
COc1ccc(S(=O)(=O)N2CCOCC2)cc1NC(=O)COC(=O)CC1CC2CCC1C2 (stereo not given) | -5 | 8 | 0.0 | 0 | -16 | 1.3 | 6 | .
CC(=O)OCCNc1cc(N2CCN(C)CC2)c2noc3c2c1C(=O)c1ccccc1-3 | -24 | 49* | 1.1 | 1 | i | 0.3 | -18 | .
CCc1ccc(NC(=O)Cn2ncc3c4ccccc4n(C)c3c2=O)cc1 | 6 | 3 | 1.5 | . | -9 | -0.1 | -5 | 2
COc1ccc(-c2nnc(CSc3nc4ccccc4c(=O)n3C)o2)cc1OC | . | 1 | . | 2 | -8 | 2.1 | . | 19
Cc1cc(C)n2c(NC3CCCCC3)c(CC(C)C)nc2n1 | . | . | -0.1 | 3 | -31 | -0.1 | . | 21
CC1(C)S[C@@H]2[C@H](NC(=O)COc3ccccc3)C(=O)N2C1C(=O)OCc1ccccc1 (stereo not given in full) | -6 | -5 | 0.0 | . | -20 | 1.7 | 0 | -33
C=CC[C@@H](CC(=O)N(CCO)Cc1ccccc1)C(=O)N[C@@H](COC(=O)[C@@H](CC=C)Cc1ccc(F)cc1)Cc1ccccc1 | 10 | . | 0.4 | -2 | -9 | -1.6 | 1 | -49
COc1ccccc1/C=C/CN1CCCC(CCC(=O)NCc2ccccc2F)C1 (stereo not given) | 5 | 4 | 0.0 | -4 | -53 | -1.2 | 8 | -10
CCN(CC)CCCn1c2c(c(SCC(=O)Nc3ccc4c(c3)OCO4)nc1=O)CCC2 | 3 | 8 | 0.5 | 2 | -2 | 3.5 | 1 | 14
C[C@@H]1CN([C@@H](C)CO)S(=O)(=O)c2ccc(-c3ccc(C(=O)N(C)C)cc3)cc2O[C@@H]1CN(C)C(=O)Nc1ccccc1F | 5 | -2 | -2.1 | 0 | 7 | 2.8 | 0 | 12
O=C(O)c1ccc(O)c2ncccc12 | -2 | . | 0.4 | -8 | -24 | 1.2 | 71* | 3
CC1CCN(C(=O)CN(c2ccc(Cl)c(C(F)(F)F)c2)S(C)(=O)=O)CC1 | -4 | -7 | . | . | . | . | -3 | -29
Cc1noc(C)c1NC(=O)N(C)C[C@@H]1Oc2ccc(NC(=O)Nc3ccc(F)cc3)cc2CC(=O)N([C@H](C)CO)C[C@H]1C | . | . | 0.4 | 1 | -2 | 0.8 | . | 9
CC(=O)c1ccc(OCCNS(=O)(=O)c2ccc(-n3cnnn3)cc2)cc1 | 2 | 2 | 0.1 | 4 | -1 | 0.7 | 5 | 11
CCS(=O)(=O)N1CC(=O)N2[C@H](CO)[C@@H](c3ccc(C#CC4CC4)cc3)[C@H]2C1 | . | . | 0.2 | 4 | -12 | 0.3 | . | 10
O=C1OC(c2cccs2)Sc2ccccc21 (stereo not given) | . | . | -0.1 | 0 | -16 | -3.0 | . | -4
COc1cccc(NC(=O)CN(C)CC(=O)Nc2ccc3c(c2)CCC3)c1 | 9 | -1 | 0.0 | 2 | -7 | -1.9 | 3 | .
CN(C(=O)c1ccc(S(=O)(=O)c2cccc(Cl)c2)c([N+](=O)[O-])c1)C1CCCCC1 | -17 | 3 | 0.0 | . | . | . | . | -32
CNc1ccc(C(=O)OCC(=O)NCc2ccc3c(c2)OCO3)cc1[N+](=O)[O-] | -3 | 0 | 0.1 | 0 | -18 | -3.1 | -4 | 10
COC(=O)[C@@]1(Cc2ccc(F)cc2)[C@H]2c3cc(C(=O)N(C)C)n(CCc4ccc(OC)c(Br)c4)c3C[C@H]2CN1C(=O)c1ccccc1 | 4 | 6 | 0.2 | 3 | -12 | 1.3 | -3 | .
COc1ccc(NS(=O)(=O)c2ccc(NN=Cc3ccc(C(=O)O)cc3)c([N+](=O)[O-])c2)cc1 | . | . | 0.0 | 1 | -6 | -1.4 | . | .
CCCC(=O)N1C[C@H]2[C@@H](c3ccccc31)[C@H](CO)N2C(=O)Nc1ccccc1 | 6 | -4 | 0.0 | 0 | -5 | -1.8 | -3 | 0
C[C@H]1CN([C@@H](C)CO)S(=O)(=O)c2ccc(-c3ccncc3)cc2O[C@@H]1CN(C)Cc1ccccc1 | -2 | 5 | -0.4 | -3 | -12 | -2.0 | -3 | -6
CCN(CC(=O)Nc1ccc(OC)cc1)C(=O)C1CCN(C(=O)c2ccc(Cl)cc2)CC1 | -3 | -1 | 0.6 | -1 | 1 | -2.1 | 0 | .
CCOC(=O)c1[nH]c2c(c1C)C(=O)CC(c1ccc(OC)c(OC)c1)C2 (stereo not given) | 3 | -6 | . | . | . | . | -3 | 23
COC(=O)c1ccc(NC(=O)CSc2nnc(-c3ccccc3Br)n2-c2ccccc2)cc1 | . | -7 | 0.0 | 4 | -23 | 0.0 | . | -2
Cc1ccc(-c2ccc(CN3C(C)C(=O)N(Cc4cn(Cc5ccco5)nn4)CCS3(=O)=O)cc2)c(C)c1 (stereo not given) | 6 | . | 0.7 | 8 | -10 | 0.4 | 0 | -16
CCCCC(CC)CNS(=O)(=O)c1ccc2c(c1)CCN2C(=O)CCC(=O)O (stereo not given) | 2 | -3 | . | . | . | . | -6 | 4
Cc1ccccc1CS(=O)(=O)c1nnc([C@H](Cc2ccccc2)NC(=O)OC(C)(C)C)o1 | -3 | -10 | . | -1 | 2 | -4.2 | -55 | 45*
CCCCn1c(=O)c(-c2ccccc2)c(O)c2ccccc21 | -4 | -1 | . | . | . | . | -8 | 14
Cc1ccc(OCCC(=O)OCC(=O)c2c(N)n(C)c(=O)n(C)c2=O)cc1 | -7 | 28 | 0.1 | -5 | -10 | 1.1 | -4 | 17
CCN1C(=O)[C@H]2[C@@H](c3ccc(C)cc3)N[C@]3(CCCN(CCC(C)C)C3=O)[C@H]2C1=O | -11 | . | -0.1 | 1 | -12 | -0.4 | 0 | -5
CCCN(C)C[C@@H]1Oc2cc(-c3ccccc3F)ccc2S(=O)(=O)N([C@@H](C)CO)C[C@@H]1C | 4 | 1 | 0.0 | -4 | 16 | 0.4 | -3 | -7
O=C(Cc1ccc(S(=O)(=O)N2CCOCC2)s1)N1CCN(S(=O)(=O)c2ccccc2[N+](=O)[O-])CC1 | -1 | 4 | -0.1 | 1 | -30 | 3.9 | 5 | 2
CO[C@H]1[C@@H]2C=CO[C@@H](O[C@H]3O[C@@H](CO)[C@H](O)[C@@H](O)[C@@H]3O)[C@@H]2[C@@]2(CO)O[C@@H]12 | 0 | -1 | 0.1 | -1 | -1 | 0.1 | -4 | -14
